High-throughput results from PubChem.
Insulin prom up – MIN6 insulin promoter up-regulation. MIN6 insulin promoter-GFP reporter, high-content imaging; active compounds read high. z-score at 5 µM. hit rate 0.3% among 190,000. AID 1625;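 active = z-score above 3 at 5 µM with at least 500 cells counted in the well; inconclusive = wells under 500 cells, flagged as cytotoxic or low count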
human PMI inhibition – inhibitors of human PMI, primary screen, biochemical, fluorescence intensity, coupled assay (AID 1209) | hit rate 0.42% among 190,000 | one-dose inhibition, % at 20 µM; IC50 in µM for titrated hits | purified PMI enzyme, coupled fluorescence intensity; higher % means a stronger effect;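 note: plate controls were DMSO vehicle for no effect and wells lacking substrate for full effect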
bCat nuc transl – beta-catenin nuclear translocation modulation; HeLa beta-catenin nuclear translocation, immunofluorescence imaging; nuclear translocation activity, % at 5 µM; hit rate 0.3% among 190,000;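 active = nuclear translocation activity above 50% at 5 µM, with a well cell count of 50 or more; inconclusive = wells under 50 cells across six images, flagged as toxic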;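 note: per-cell ratio of nuclear to cytoplasmic median beta-catenin stain intensity; plate controls were DMSO negative control for no effect and GSK-3 inhibitor IX positive control for full effect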
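Assay system: human HeLa cells, native beta-catenin; doses: 5 µM primary, 0.02–20 µM confirmation; incubation: compound treatment 24 h, 37°C, 5% CO2; technique: fluorescence imaging of beta-catenin antibody stain plus DAPI; measure: % activation, nuclear-to-cytoplasmic median beta-catenin signal ratio per cell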
MT stabilizer – microtubule stabilization, imaging screen. HeLa tubulin immunostaining HCS, 24 h; share of cells brighter than vehicle mean+2SD. % tubulin-high responders, % at 10 µM. hit rate 0.83% among 200,000;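 active = plate Z-score above 3 for both tubulin-high and condensed-nucleus cell shares, with cell loss under 80%, at 10 µM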;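 note: anti alpha tubulin signal scored within the nucleus-defined area of each cell; some results filed as inactive read as strong as hits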
Autophagy HCS – alters autophagy in cells. AID 463193. MEF GFP-LC3 puncta imaging; test concentration mostly 10 µM. calls only at 10 µM (by protocol). hit rate 0.98% among 190,000;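 active = percentage of spot-positive cells more than 3 SD above its plate mean, without a fluorescence outlier flag or 80% toxicity; inconclusive = no clear call, values can overlap the other calls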;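 note: spot-positive cell cutoff set from DMSO-treated cells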
WT yeast gro inh – growth inhibition of WT yeast, mitochondrial fusion screen; mitochondrial fusion phenotypic screen, WT strain; inhibition, % at 10 µM; hit rate 2.1% among 190,000; AID 1362; in the data active = inhibition above about 58%; tested in S. cerevisiae
human PMI inhibitors – human PMI inhibitors, high substrate, primary screen, biochemical, fluorescence intensity, high mannose 6-phosphate (AID 1220). one-dose inhibition, % at 20 µM; IC50 in µM for titrated hits. hit rate 0.66% among 190,000. recombinant PMI enzyme, coupled fluorescence intensity; higher % means a stronger effect
Yfh1-depleted yeast – mitochondrial function rescue without frataxin homolog – Friedreich's ataxia, plus single-dose screen, dose response (AID 1465); S. cerevisiae Yfh1-off respiration, WST-1 reduction, 72 h; higher fold induction means a stronger effect; one-dose fold induction at 50 µM; EC50 in µM for titrated hits; hit rate 0.074% among 220,000;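 active = fold induction of absorbance versus untreated yeast above a set limit, then at least 30% activation at any dose in follow-up; inconclusive = repeats straddling the limit, or above it without dose testing; inactive = fold induction below the set limit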;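 note: activators that raise dye reduction in frataxin-depleted yeast; strong numbers were not always called active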
Dynein transport – dynein cargo transport inhibition | z-score, hits read low | hit rate 0.47% among 220,000 | 3617.4 mouse cells, GR-EGFP nuclear translocation imaging; test concentration mostly 20 µM; stimulated with dexamethasone, 1 µM; active compounds read low;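 active = plate z-score of nuclear minus cytoplasmic receptor signal below a set negative limit, without overly bright fluorescence or cell loss, cut at about -3.5 in these data, passing the limit was not always enough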;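 note: z-score of nuclear minus cytoplasmic ring GR-EGFP intensity difference per well; some compounds called inactive have numbers as strong as hits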
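medium = tetracycline-free induction medium containing charcoal-stripped FBS | also added = 1.0 µM final dexamethasone stimulus | schedule = 48 h induction, 1 h compound, 30 min dex at 37 °C | technique = fixed, Hoechst-stained cells imaged at 10x for EGFP | measure = GR-EGFP nuclear translocation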
WT yeast gro inh mutant strain – also measured in WT yeast gro inh; calls as there; inhibition, %; mitochondrial fusion phenotypic screen, mutant strain inhibition
Dynein transport cytoplasmic EGFP – also measured in Dynein transport; calls as there; z-score; measured here: cytoplasmic GR-EGFP intensity; active compounds read high
Dynein transport nuclear GR-EGFP – recorded beside Dynein transport, whose call it bears; z-score; measured here: nuclear GR-EGFP intensity;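 lower value marks the stronger effect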
Dynein transport cell count – further read-out of Dynein transport, marked with its call; z-score; measured here: cell count per field
Insulin prom up cell count – recorded beside Insulin prom up, whose call it bears; cell count; measured here: cytotoxicity, nuclei count;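 total cells summed across four imaged fields per well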
bCat nuc transl cell count 5 µM – recorded beside bCat nuc transl, whose call it bears; cell count; measured here: cell count, cytotoxicity flag
MT stabilizer Hoechst-high % – recorded beside MT stabilizer, whose call it bears; % Hoechst-high responders; measured here: nuclear condensation Hoechst responders;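 share of cells brighter than vehicle mean plus two SD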
MT stabilizer cytotoxicity % – recorded beside MT stabilizer, whose call it bears; toxicity, %; measured here: cytotoxicity by cell density;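 0% = mean cell density of plate MIN control wells and 100% = no cells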
Autophagy HCS cell loss 18 h – second read-out of Autophagy HCS, no call of its own (marks repeat the call); toxicity, %; measured here: cell loss, nuclei count;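 cell loss after 18 h compound exposure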
Starred values were filed as active, the others as inactive; i = inactive; ? = inconclusive; / = not tested or not shown. Cut-off read from the data, not from the text of the source, unless noted: active = inhibition above about 50%; inactive = the rest.

Below each compound: WT yeast gro inh mutant strain	human PMI inhibitors	Dynein transport cytoplasmic EGFP	Insulin prom up	bCat nuc transl	Autophagy HCS cell loss 18 h	Autophagy HCS	Insulin prom up cell count	MT stabilizer Hoechst-high %	Yfh1-depleted yeast	MT stabilizer cytotoxicity %	human PMI inhibition	Dynein transport nuclear GR-EGFP	MT stabilizer	WT yeast gro inh	Dynein transport	Dynein transport cell count	bCat nuc transl cell count 5 µM
1) O=C(CCNc1ccc(F)cc1)c1ccco1
 : -40	3%	0.63	0.83	-1.2	3	i	1060	1.3	i	7.8	7%	-1.3	3.2	-4	-2	-1.9	1140
2) Cc1cccc(OCC(=O)O/N=C(\N)Cc2ccc(Cl)cc2)c1
 : 20	20%	-0.24	-0.99	-0.4	-11	i	1794	2.3	i	7.9	17%	0.84	2.6	22	0.93	-0.061	1033
3) COc1ccc(-c2cc(C(F)F)n3ncc(C(=O)N4CCc5ccccc5C4)c3n2)cc1
 : 12	15%	-0.068	-2.1	-1.5	5	i	1350	4.5	i	7.9	15%	-0.46	2.2	50	-0.88	0.57	984
4) Cc1nn(C(C)C(=O)NNC(=S)Nc2ccc(F)cc2)c(C)c1[N+](=O)[O-] (stereo unspecified)
 : -3	-9%	-0.25	-0.88	/	-7	i	1007	1.3	i	5.9	-5%	-0.41	1.2	-4	-1	0.73	/
5) CCOc1ccccc1CN1CCN(Cc2ccon2)CC1CCO (stereo unspecified)
 : /	/	-0.24	-0.12	-1.1	/	/	1150	/	i	/	/	0.59	/	/	1.2	-0.56	1339
6) Cc1csc(NC(=O)CSc2nnc(CCNC(=O)c3ccc(Cl)c(Cl)c3)n2C)n1
 : -1	-5%	-0.21	0.09	/	-4	i	963	2.0	i	5.5	44%	-0.22	2.4	-5	-0.4	0.1	/
7) c1ccc2c(N3CCCCCC3)nc(-c3ccncc3)nc2c1
 : 33	5%	-0.25	-0.8	-4.5	-5	i	937	1.6	i	2.7	6%	0.099	0.8	27	0.27	0.58	1248
8) COc1ccc(CN2CCN(S(=O)(=O)c3ccc(C)cc3)CC2)cc1Br
 : 29	6%	-0.17	/	4.5	24	i	/	1.0	i	9.1	17%	0.097	2.5	36	-0.18	0.91	1046
9) COCCNC(=O)Cn1nc(C(F)(F)F)c(Cl)c1C
 : -4	-12%	0.084	1.6	-3.3	21	i	1113	2.0	i	12	-5%	0.12	4.1	-2	-0.28	0.38	1194
10) COc1ccc(-c2cc(N3C(=O)Nc4ccccc4N3O)n[nH]2)c(OC)c1
 : 9	-2%	-0.35	-0.12	-2.2	4	i	1523	1.1	i	2.2	3%	0.19	4.2	-6	1.3	0.27	1035
11) C/C(CC(=O)NCc1ccco1)=N\NC(=O)Cc1cccc2ccccc12
 : -1	10%	-0.22	0.22	-0.8	17	i	1357	2.5	i	6.3	13%	-0.18	3.5	13	0.43	0.46	1440
12) Cn1c(=O)[nH]c(=O)c2c1nc([N+](=O)[O-])n2Cc1ccccc1
 : /	/	1.7*	-0.42	-1.0	/	/	926	/	i	/	/	-2.4*	/	/	-4.9*	-0.33*	1323
13) CC1CCN(CCOc2ccccc2-c2ccccc2)CC1
 : 2	-18%	-0.21	-0.4	-0.1	0	i	1481	2.9	i	5.3	-7%	-0.85	2.8	11	-0.85	1.2	937
14) Cc1ccc(/C=C2\CCC(C3CCCC3)C2=O)cc1 (stereo unspecified)
 : -8	-6%	-0.29	-0.31	0.8	-5	i	1316	2.2	i	4.4	3%	-0.64	2.5	-2	-0.53	0.52	998
15) CC(NS(C)(=O)=O)C(c1cccs1)N1CCN(C)CC1 (stereo unspecified)
 : -1	15%	-0.1	1.1	-2.2	0	i	1862	2.7	i	4.8	11%	-0.13	7.4	-6	-0.28	0.66	1098
16) CC(CC(=O)O)C(=O)c1ccc(Cl)c([N+](=O)[O-])c1 (stereo unspecified)
 : -5	-6%	-0.15	-0.74	-2.7	-6	i	1345	2.1	i	13	-12%	-0.049	2.2	-16	0.59	-0.27	1070
17) O=C1c2cccc3cccc(c23)N1CN1CCN(c2ccccn2)CC1
 : -20	20%	-0.18	0.42	-1.2	-11	i	1383	7.5	i	16	4%	0.084	17	-13	-0.18	0.66	826
18) Cc1cccc(NC(=O)c2ccc(COc3ccc(Cl)cc3Cl)o2)n1
 : 34*	4%	1.1	0.44	3.4	-17	i	741	1.0	i	5.6	11%	-0.21	0.5	60*	-0.52	1	943
19) c1ccc(-c2nnc3sc(CN4CCc5ccccc54)cn23)cc1
 : 72	-66%	-0.2	/	3.6	1	i	/	2.5	i	6.3	-5%	-0.29	3.6	70	-0.41	0.98	852
20) CCOc1ccc(NC(=O)NCCN2C(C)CCCC2C)cc1 (stereo unspecified)
 : -14	5%	-0.14	-0.02	/	-3	i	1043	1.8	i	9.9	5%	0.23	2.1	-19	-0.047	0.76	/

Part of the list above with just Yfh1-depleted yeast and WT yeast gro inh mutant strain.
item	mol	Yfh1-depleted yeast	WT yeast gro inh mutant strain
3	COc1ccc(-c2cc(C(F)F)n3ncc(C(=O)N4CCc5ccccc5C4)c3n2)cc1	i	12
4	Cc1nn(C(C)C(=O)NNC(=S)Nc2ccc(F)cc2)c(C)c1[N+](=O)[O-] (stereo unspecified)	i	-3

Next results follow.
Below each compound: WT yeast gro inh mutant strain	human PMI inhibitors	Dynein transport cytoplasmic EGFP	Insulin prom up	bCat nuc transl	Autophagy HCS cell loss 18 h	Autophagy HCS	Insulin prom up cell count	MT stabilizer Hoechst-high %	Yfh1-depleted yeast	MT stabilizer cytotoxicity %	human PMI inhibition	Dynein transport nuclear GR-EGFP	MT stabilizer	WT yeast gro inh	Dynein transport	Dynein transport cell count	bCat nuc transl cell count 5 µM
21) COc1ccc2cc(CCNC(=O)c3ccc(Br)o3)c(=O)[nH]c2c1
 : 10	14%	-0.22	0.8	-1.2	-12	i	1627	2.6	i	7.5	15%	0.096	3.2	-8	-0.36	1.1	1028
22) CCC(c1n[nH]c(=S)n1-c1ccccc1)N(C)C (stereo unspecified)
 : 12	-4%	-0.23	-0.54	1.9	-6	i	1444	1.3	i	5.7	4%	0.15	7.8	13	0.22	-0.06	1021
23) CCN=c1scc(-c2ccccc2)n1/N=C/c1ccccn1
 : 27	4%	-0.15	0.28	4.9	2	i	989	1.5	i	0.9	7%	-0.47	9.3	43	-0.68	-0.27	1097
24) Cc1cccc2cc(COC(=O)c3cccs3)c(=O)[nH]c12
 : -15	-11%	-0.26	-1.1	-1.6	-5	i	503	2.6	i	6.2	-11%	-0.27	4.6	-4	-0.1	0.55	555
25) CC(C)c1ccccc1-n1c(SCC(=O)N2CCc3ccccc3C2)nc2ccccc2c1=O
 : -16	2%	0.34	?	5.8	14	i	/	1.1	i	7.0	9%	0.15	2.0	14	-0.34	-0.51	1050
26) Cc1cnc(C(=O)OCC(=O)Nc2ccc(C)c(S(=O)(=O)N3CCCCC3)c2)cn1
 : -7	-4%	-0.25	0.44	0.7	9	i	1524	3.0	i	6.5	0%	-0.63	4.3	-6	-0.89	0.35	1060
27) CC(C)Oc1ccc(/C=N/NC(N)=S)cc1
 : 3	4%	-0.22	0.3	16	11	i	1113	2.3	i	8.8	23%	0.9	12	9	1.2	-1.9	607
28) CCCOP(=O)(OCCC)c1c([N+](=O)[O-])cc(C(F)(F)F)cc1[N+](=O)[O-]
 : 6	-31%	0.041	/	/	-1	i	/	2.5	i	15	-24%	-1.4	3.6	10	-3	0.57	/
29) Cn1nnc(NC(=O)c2cccs2)n1
 : -17	0%	-0.22	0.43	-1.5	1	i	1250	3.2	i	8.0	-14%	-0.19	1.5	-5	-0.38	2.2	1046
30) O=C(NC1(C(F)(F)F)NC(=O)N(Cc2ccco2)C1=O)c1cccnc1 (stereo unspecified)
 : -9	15%	-0.086	/	0.2	24	i	/	2.1	i	5.7	12%	-0.00029	2.7	-5	0.069	0.7	1099
31) Cn1c(SCC(=O)NC(c2ccccc2)c2ccccc2)nnc1-c1cccs1
 : /	4%	-0.16	0.8	4.3	-8	i	811	1.2	i	7.1	8%	0.79	1.3	/	1.6	-0.51	1098
32) C=CCn1c(C)cc(C2=NNC(=NCC)SC2)c1C
 : 24	-12%	-0.24	-0.05	/	-13	i	1288	4.9	i	5.7	-25%	-0.71	1.8	5	-0.75	0.61	/
33) CCCNc1nc(C)c(C(C)=O)cc1C#N
 : -48	6%	-0.13	-0.24	4.1	-2	i	921	1.9	i	9.3	6%	-0.33	1.0	-53	-0.43	0.52	1079
34) Cc1nccn1-c1ncnc2sc3c(c12)CCCC3
 : 4	5%	-0.34	0.37	-4.9	53	i	1028	2.5	i	20	0%	0.32	5.7	9	1.1	-0.34	891
35) Cc1ccc(OC(C)c2nnc(N)s2)cc1Cl (stereo unspecified)
 : 24	10%	-0.25	-0.14	/	0	i	1214	0.8	/	18	16%	0.069	1.7	13	-0.56	1.2	/
36) COc1ccc(N=c2ssnc2Cl)cc1
 : 9	22µM*	2.1*	/	/	-7	i	/	2.4	i	10	14µM*	-2*	2.4	10	-3.8*	-0.91*	/
37) C=CCOc1c(Br)cc(CNn2nnnc2N)cc1OC
 : -11	-1%	-0.25	-0.91	1.2	-1	i	1210	2.4	i	16	1%	0.73	3.7	-3	0.71	0.62	1066
38) NS(=O)(=O)c1ccc(CCNS(=O)(=O)c2ccc(Cl)nc2)cc1
 : /	/	-0.29	-0.51	1.5	/	/	1144	/	i	/	/	-0.58	/	/	-0.85	1.1	1265
39) CC(C)NS(=O)(=O)c1ccc(NC(=O)CCc2ccccc2)cc1
 : -5	-8%	-0.15	0.3	2.5	-4	i	966	2.1	i	7.2	0%	-0.29	2.2	0	-0.41	0.4	1015
